# ARFGAP1 inh: inhibits rat ARF GTPase activating protein 1 | Q62848 | Arfgap1-stimulated ARF1 GTP hydrolysis, GDP FP detection | inhibition, % at 16.5 µM | hit rate 0.26% among 360,000 | AID 651572;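 active = inhibition above a per-plate limit, mean inhibition of low control wells plus 3 SD, cut at about 25% in these data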;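 also: 0% = DMSO wells with enzyme and 100% = wells lacking Arfgap1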
# Target sequence (Q62848 1-136 limits assumed): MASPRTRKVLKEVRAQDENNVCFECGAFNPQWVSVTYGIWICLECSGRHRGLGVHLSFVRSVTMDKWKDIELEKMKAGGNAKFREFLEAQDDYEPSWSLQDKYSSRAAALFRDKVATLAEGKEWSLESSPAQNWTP
#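 material = rat Arfgap1 catalytic domain, aa 1-136 | also added = human ARF1(Δ1-17)-GTP substrate | compound dosing = one concentration, 16.5 µM, DMSO 1.26% | times = GTP hydrolysis reaction 2 h at 25 °C | measured by = FP, GDP Alexa 633 tracer displaced from anti-GDP antibody, 620/688 nm | evaluation = percent inhibition of Arfgap1-stimulated GTP hydrolysis | replication = single well per compound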
# DDE Tn6 FP inh: DD(E)-Tn6 binding inhibition, primary FP screen; P02675; Fibrin DD(E) TRITC-Tn6 fluorescence polarization displacement; inhibition, % at 8.3 µM; hit rate 0.21% among 370,000; AID 720509;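 active = inhibition above a per-campaign cutoff: mean of compounds within control limits plus 3 SD, cut at about 15% in these data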;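 also: 0% = median of all compound wells on the plate and 100% = blocking peptide control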
# Target sequence (P02675 whole entry, looked up): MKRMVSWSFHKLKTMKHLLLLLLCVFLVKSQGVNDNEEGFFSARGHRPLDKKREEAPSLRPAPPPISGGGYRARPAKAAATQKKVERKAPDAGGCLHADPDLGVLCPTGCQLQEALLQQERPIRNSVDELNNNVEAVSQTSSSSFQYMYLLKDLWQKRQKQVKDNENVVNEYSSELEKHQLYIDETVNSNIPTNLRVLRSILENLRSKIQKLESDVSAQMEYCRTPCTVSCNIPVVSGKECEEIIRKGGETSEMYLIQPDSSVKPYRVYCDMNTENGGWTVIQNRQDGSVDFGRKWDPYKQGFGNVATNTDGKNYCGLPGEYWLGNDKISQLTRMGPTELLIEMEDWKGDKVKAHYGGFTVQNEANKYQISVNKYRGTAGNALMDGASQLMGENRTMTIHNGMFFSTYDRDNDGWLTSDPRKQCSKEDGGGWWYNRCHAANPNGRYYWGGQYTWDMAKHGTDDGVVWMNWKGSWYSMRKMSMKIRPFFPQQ
# rCAG RNA binder: binds r(CAG) RNA repeats. r(CAG) RNA repeat, TO-PRO-1 dye displacement fluorescence. inhibition, % at 3 µM. hit rate 1.3% among 370,000;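 active = inhibition above the plate cutoff, the mean of all test compounds on that plate plus 3 SD, cut at about 35% in these data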;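 also: 0% = DMSO alone and 100% = 100 µM mitoxantrone as full dye displacement; higher means more dye released from RNA so lower well fluorescence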
# NPR2 activator: GC-B (human) receptor activation | hit rate 0.11% among 370,000 | activation, % at 10 µM | P20594 | HEK293-GC-B cells, CNP EC30, cGMP TR-FRET; 0% at EC30 CNP, 100% saturating CNP | AID 1920062;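 active = activation at 10 µM reaching about 35% in either raw or pattern-adjusted values, limit read from the data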
# GC-A act: GC-A (human) enzyme activation | P16066 | HEK293 GC-A cells, cGMP TR-FRET, EC30 ANP; 0% at EC30 ANP, 100% saturating ANP | activation, % at 10 µM | hit rate 0.14% among 370,000; in the data active = activation above about 40%
# FXN GAA850 act: frataxin GAA850 promoter activation | activation, % at 6 µM | HEK293 lucGAA850 FXN promoter luciferase reporter, 24 h; percent of 10 µM SAHA response | AID 540364 | hit rate 0.56% among 360,000;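 active = activation above the average of all compounds screened plus 3 SD, cutoff fixed separately per campaign, cut at about 7.5% in these data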;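 also: 0% = DMSO wells and 100% = 10 µM SAHA wells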
# sPLA2-III inh: Inhibits HGIII-sPLA2 liposome hydrolysis, primary screen | AID 743126 | QFRET BODIPY PC-A2 liposome hydrolysis, fluorescence | inhibition, % at 12.2 µM | hit rate 0.56% among 370,000 | Q9NZ20;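 active = inhibition above mean plus 3 SD of compounds lying within the high and low control bounds, cut at about 19% in these data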;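 also: 0% = median of test compound wells and 100% = no enzyme DMSO wells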
# KLK7 zymogen act: proKLK7 (human) activation, primary screen. AID 652039. hit rate 0.9% among 370,000. purified proKLK7, EDANS-DABCYL substrate fluorescence; 100% is mature enzyme control, 0% vehicle. activation, % at 7 µM;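 active = activation above the mean of all tested compounds plus 3 SD, computed per campaign excluding outliers beyond control limits, cut at about 13% in these data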
# ASAP1 inh: blocks human ASAP1-stimulated Arf1 GTP hydrolysis; Q9ULH1; GDP FP detection; inhibition, % at 16.5 µM; hit rate 0.19% among 360,000; AID 624377; in the data active = inhibition above about 25%;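 also: 0% = vehicle with enzyme and substrate and 100% = no enzyme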
# Target sequence (Q9ULH1 325-724 limits assumed): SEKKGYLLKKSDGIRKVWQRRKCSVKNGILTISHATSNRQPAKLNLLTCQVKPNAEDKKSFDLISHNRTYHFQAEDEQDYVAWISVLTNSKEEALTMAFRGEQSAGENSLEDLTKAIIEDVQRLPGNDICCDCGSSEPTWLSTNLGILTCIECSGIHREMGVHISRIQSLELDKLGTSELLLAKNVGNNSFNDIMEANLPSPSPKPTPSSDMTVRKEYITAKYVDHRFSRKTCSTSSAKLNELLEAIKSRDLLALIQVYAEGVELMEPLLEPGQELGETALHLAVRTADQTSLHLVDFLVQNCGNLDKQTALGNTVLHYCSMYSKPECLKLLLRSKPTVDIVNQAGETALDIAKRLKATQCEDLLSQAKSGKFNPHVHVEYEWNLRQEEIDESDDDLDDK
# ADAM10 inh: inhibits human ADAM10. O14672. recombinant ADAM10, EDANS/DABCYL FRET peptide cleavage, 3 h. inhibition, % at 7 µM. hit rate 0.62% among 370,000. AID 720582;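 active = inhibition above a per-campaign cutoff equal to the mean of compounds falling between control-based bounds plus 3 SD, cut at about 20% in these data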;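 also: 0% = DMSO wells while the 100% control is not disclosed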
# Numbers without * were called inactive; i = inactive; · = no result given.
1: O=C(NS(=O)(=O)c1ccc(Cl)cc1)c1ccccc1
2: Cc1cc(C)nc(NC(=O)CSc2nc3ccccc3o2)n1
3: Cc1cccc(NS(=O)(=O)c2ccc(C(=O)N3CCN(c4ccccc4O)CC3)cc2)c1C
4: CN(Cc1ccc(Cl)cc1)C(=O)CCl
5: Nc1nc2ncc(CNc3ccc(C(=O)N[C@@H](CCC(=O)O)C(=O)O)cc3)nc2c(=O)[nH]1
6: O=C(COc1ccc(S(=O)(=O)NC2CCCCC2)cc1)NC1CCCC1
7: CC1CCCC(C)N1C(=O)COC(=O)c1ccc(Br)o1 (stereo not given)
8: CC1(c2nnc(-c3ccncc3)o2)CC(c2ccccc2)=NO1 (stereo not given)
screen / no.	1	2	3	4	5	6	7	8
ARFGAP1 inh	4	-14	-7	2	12	-11	-2	-8
DDE Tn6 FP inh	1	-2	-2	6	-4	0	0	-3
rCAG RNA binder	3	2	1	1	-1	-9	1	2
NPR2 activator	1	2	2	5	6	-1	4	1
GC-A act	5	2	1	2	4	-2	4	-2
FXN GAA850 act	2.2	1.3	-0.8	-6.4	0.5	-0.4	3.1	-2.0
sPLA2-III inh	-2	-6	-35	3	7	-5	-6	-2
KLK7 zymogen act	0.0	0.8	0.8	0.5	-5.6	-0.8	0.2	0.3
ASAP1 inh	-7	21	6	0	-1	-2	-10	-5
ADAM10 inh	-6	-8	10	6	i	-5	-4	-9

9: CCCNC(=O)COCc1cc(-c2ccc3c(c2)OCO3)on1
10: Cn1c2ccccc2c2cnn(CC(=O)O)c(=O)c21
11: Cc1c(C(=O)Nc2ccccn2)sc2nc3n(c(=O)c12)CCC3
12: CCCS(=O)(=O)c1nc(S(=O)(=O)c2ccc(C)cc2)c(N2CCN(CC)CC2)s1
13: Cc1ccc(C)c(NC(=O)CSc2nc(C)cc(=O)[nH]2)c1
14: O=S1(=O)CC(N2CCCC2)CN1Cc1cn(Cc2cccc(Cl)c2)nn1 (stereo not given)
15: COC(=O)c1ccc(C(=O)OC)c(NC(=S)N2CCN(c3cc(Cl)ccc3C)CC2)c1
16: O=C(NCC(=O)N1CCN(C(=O)c2ccco2)CC1)c1ccc(Br)cc1
screen / no.	9	10	11	12	13	14	15	16
ARFGAP1 inh	-9	-11	6	0	·	-10	-3	2
DDE Tn6 FP inh	-6	5	0	-4	6	-5	2	-6
rCAG RNA binder	-4	2	-3	-4	3	1	5	-2
NPR2 activator	3	2	-1	-2	-7	4	-1	1
GC-A act	-3	1	-3	0	-2	-3	-4	-2
FXN GAA850 act	5.3	3.2	2.9	0.9	·	·	-3.5	2.4
sPLA2-III inh	0	7	3	-2	2	1	-5	1
KLK7 zymogen act	-0.1	0.5	0.3	-0.1	-0.1	0.6	-0.8	0.0
ASAP1 inh	-2	-3	-1	10	·	2	4	-1
ADAM10 inh	-3	-36	-15	-4	-2	-9	-69	8

17: CCC[C@H]1[C@@H](NC(=O)C2CCCCC2)CC[C@@]23CCCN2C(=O)CCC[C@@H]13
18: ONC(=Nc1cccc(C(F)(F)F)c1)c1cccnc1
19: O=S(=O)(NC(=NC1CCCCC1)c1ccccc1)c1ccc(F)cc1
20: Oc1ccc[n+](/C=C\c2ccccc2)c1
21: O=C(NCN1C(=O)C2C3C=CC(C3)C2C1=O)Nc1ccccc1O (stereo not given)
22: COc1ccc(/C=C/C(=O)Nc2nonc2NC(C)=O)cc1
23: Cc1ccc(S(=O)(=O)c2c(CO)c(-c3ccccc3)nn2C)cc1
24: O=C(NCc1ccco1)c1noc2c1CCCC2
screen / no.	17	18	19	20	21	22	23	24
ARFGAP1 inh	·	4	6	2	1	4	2	5
DDE Tn6 FP inh	6	-2	-7	-1	2	-13	1	0
rCAG RNA binder	·	1	-6	4	1	1	-4	-2
NPR2 activator	-4	-1	0	7	-1	-7	3	2
GC-A act	1	-2	1	0	0	-2	2	-2
FXN GAA850 act	·	1.1	-1.0	2.3	0.7	3.5	2.2	1.7
sPLA2-III inh	6	-15	1	2	5	12	-6	8
KLK7 zymogen act	·	0.4	-0.4	1.4	0.5	0.0	0.0	0.2
ASAP1 inh	·	-2	3	14	-9	-6	9	-8
ADAM10 inh	-7	8	1	-32	10	-50	2	-3

# Looked up by compound from above (5):
20: Oc1ccc[n+](/C=C\c2ccccc2)c1
22: COc1ccc(/C=C/C(=O)Nc2nonc2NC(C)=O)cc1
17: CCC[C@H]1[C@@H](NC(=O)C2CCCCC2)CC[C@@]23CCCN2C(=O)CCC[C@@H]13
23: Cc1ccc(S(=O)(=O)c2c(CO)c(-c3ccccc3)nn2C)cc1
21: O=C(NCN1C(=O)C2C3C=CC(C3)C2C1=O)Nc1ccccc1O (stereo not given)
screen / no.	20	22	17	23	21
ARFGAP1 inh	2	4	·	2	1
DDE Tn6 FP inh	-1	-13	6	1	2
rCAG RNA binder	4	1	·	-4	1
NPR2 activator	7	-7	-4	3	-1
GC-A act	0	-2	1	2	0
FXN GAA850 act	2.3	3.5	·	2.2	0.7
sPLA2-III inh	2	12	6	-6	5
KLK7 zymogen act	1.4	0.0	·	0.0	0.5
ASAP1 inh	14	-6	·	9	-9
ADAM10 inh	-32	-50	-7	2	10

# Next part
25: O=C(CN1CCc2ccccc21)Nc1ccc2c(c1)OCCCO2
26: Cc1cc(F)ccc1S(=O)(=O)Nc1ncnc2scc(-c3ccc(F)cc3)c12
27: c1ccc(Cn2nnnc2C(c2cccs2)N2CCCCCC2)cc1 (stereo not given)
28: Cc1ccc(NC(=S)N(CCN2CCOCC2)Cc2cc3cc4c(cc3[nH]c2=O)OCO4)cc1
29: CC1(C)CC(=O)C=C(Nc2ccc(O)c(C(=O)O)c2)C1
30: COC(=O)C(C)NC(=O)COc1ccc2ccccc2c1 (stereo not given)
31: O=c1cc(CSc2ccccn2)c2ccccc2[nH]1
32: Cc1ccc(NC(=O)CCNS(=O)(=O)c2ccc3[nH]c(=O)oc3c2)cc1C
screen / no.	25	26	27	28	29	30	31	32
ARFGAP1 inh	2	-26	9	-2	-14	-10	-2	9
DDE Tn6 FP inh	6	0	-5	-4	-9	0	1	7
rCAG RNA binder	9	40*	-4	3	16	-2	-4	7
NPR2 activator	2	1	-5	-6	1	-1	2	5
GC-A act	-2	-1	-7	-9	0	-6	-2	6
FXN GAA850 act	0.2	1.7	-0.3	0.5	-0.1	-2.0	1.9	0.6
sPLA2-III inh	-7	-9	-12	6	-8	6	1	-7
KLK7 zymogen act	-0.4	-0.3	0.1	1.7	3.2	-0.1	0.6	-0.1
ASAP1 inh	8	8	-5	0	-7	2	-5	0
ADAM10 inh	-16	0	19	-122	-34	-3	-1	-3

33: O=C(O)CCCC(=O)N1N=C(c2ccccc2)CC1c1cccs1 (stereo not given)
34: CC1CCN(CC(=O)Nc2sc3c(c2C#N)CCC3)CC1
35: CN(C)S(=O)(=O)Oc1ccc(Cl)cc1C(=O)Nc1cccc(C(F)(F)F)c1
36: Cc1ccc(CNC(=O)COC(=O)Cc2ccc(-c3ccccc3)cc2)cc1
37: CCC(c1nnnn1-c1ccc2c(c1)OCCO2)N1CCN(c2ncccn2)CC1 (stereo not given)
38: O=C(CSc1ncnc2sccc12)Nc1ccccc1
39: CCc1ccc(CN(C)C(=O)c2cc(COc3ccc(OC)cc3Cl)on2)nc1
40: COc1ccc([C@@H]2C(C#N)=C(N)S[C@@H](c3ccccc3)[C@@H]2[N+](=O)[O-])cc1
screen / no.	33	34	35	36	37	38	39	40
ARFGAP1 inh	4	13	-2	-4	2	8	0	-5
DDE Tn6 FP inh	2	2	1	1	6	-2	3	2
rCAG RNA binder	-1	-3	3	2	3	3	-9	2
NPR2 activator	-1	4	-4	3	1	2	-4	-6
GC-A act	1	-2	1	0	-2	0	0	-10
FXN GAA850 act	2.0	0.7	3.0	-2.5	·	0.6	2.1	2.2
sPLA2-III inh	0	2	-13	-6	-5	-3	-11	-8
KLK7 zymogen act	0.8	0.3	0.1	-0.3	0.4	0.3	-0.2	0.5
ASAP1 inh	-2	-2	-4	-1	-21	0	17	-7
ADAM10 inh	-2	-13	18	-2	4	1	-10	11

41: O=S(=O)(c1ccc(Cl)cc1)n1ccc(-c2cccc(OCc3c(F)cccc3Cl)c2)n1
42: OCC[C@@H]1C[C@@H](O)[C@H](O)[C@]2(OCCCc3ccccc32)O1
43: O=S1(=O)c2ccc(N3CCN(Cc4ccccc4F)CC3)cc2Oc2ccccc2CN1Cc1cn(Cc2cccc(C(F)(F)F)c2)nn1
44: CN(C)C(CNC(=S)Nc1ccc(Cl)cc1)c1cccnc1 (stereo not given)
45: COCCCN1C(=O)C(CC(=O)NC(c2ccccc2)c2ccccc2)CC(C(=O)N2CCOCC2)=C1C (stereo not given)
46: O=C(NCc1ccc(S(=O)(=O)Nc2ccccc2Cl)s1)c1ccccc1
47: CCN(CC)c1nc(C#N)cc(-c2ccc(OC)cc2)n1
48: O=C(/C(=N\Nc1ccccc1)Sc1nnnn1-c1ccccc1)c1ccccc1
screen / no.	41	42	43	44	45	46	47	48
ARFGAP1 inh	9	5	·	-10	5	4	-3	-4
DDE Tn6 FP inh	1	4	-6	2	-9	4	-3	-1
rCAG RNA binder	7	0	12	-4	1	5	3	34
NPR2 activator	-3	9	5	1	-1	3	3	0
GC-A act	-2	2	-1	1	1	-2	-2	2
FXN GAA850 act	1.5	-1.8	·	1.6	2.0	-1.0	-3.8	-2.8
sPLA2-III inh	-8	4	0	4	3	-19	2	14
KLK7 zymogen act	-0.2	-0.3	-0.5	0.1	-0.4	-0.1	-5.3	0.1
ASAP1 inh	-2	-3	·	2	-2	-6	12	8
ADAM10 inh	8	9	2	0	-11	3	-15	2

49: CCSc1nnc(-c2cc3c(s2)-c2ccccc2CC3)o1
50: C/C(CC(=O)Nc1cc(C)ccn1)=N\NC(=O)C(=O)Nc1cccc(C)c1
51: COc1cc(NC(=S)N2CCN(S(=O)(=O)c3ccc(C)cc3)CC2)cc(OC)c1
52: CCOC(=O)C1CCN(C(=O)C2CCCN(c3ncnc4c3nc3n4CCCCC3)C2)CC1 (stereo not given)
53: Cc1c(NC(=O)c2ccc(N(C)S(C)(=O)=O)cc2)c(=O)n(-c2ccccc2)n1C
54: CC(C)(C)N(Cc1cn(CC2CCCCC2)nn1)S(=O)(=O)c1ccc(F)cc1Br
55: O=C(Cc1ccccc1F)NCC(c1ccco1)N1CCCCC1 (stereo not given)
56: Cc1cc(C(=O)Nc2sc(C)c(C)c2C#N)c(C)o1
screen / no.	49	50	51	52	53	54	55	56
ARFGAP1 inh	9	-1	15	16	3	·	9	7
DDE Tn6 FP inh	2	4	2	8	1	-6	-3	-9
rCAG RNA binder	0	1	5	-7	0	-2	-1	8
NPR2 activator	-4	-3	3	-3	3	4	6	0
GC-A act	0	0	3	-1	-2	1	-2	5
FXN GAA850 act	3.7	1.8	-1.8	-0.8	-0.2	·	0.2	0.1
sPLA2-III inh	11	-2	9	4	0	-1	0	-2
KLK7 zymogen act	-19	-3.1	-0.5	0.6	-0.2	-0.4	-1.1	0.0
ASAP1 inh	-5	-1	9	10	-2	·	-3	-8
ADAM10 inh	-168	-47	2	-3	10	8	6	-1

# Screening data (PubChem)
